From PubChem BioAssay
Tau filament bind: tau filament binding | AID 596 | 2% of 71,000 active | Potency, µM (series often up to 57.1 µM), without a hit: at the top dose activity change, negative = inhibition | recombinant tau filaments, thioflavin S fluorescence, 15 h; filaments grown with octadecylsulfate alongside compound;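 also: potency is read from the fitted curve at half-maximal effect; % is scaled to controls: 0 for no effect and ±100 for the full control effect; actives lower thioflavin S fluorescence by blocking filaments or displacing dye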
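Thioflavine S fluorescence (ex 450, em 510 nm) reports filaments formed from 1 uM human tau plus 30 uM ODS over 15 h at 37 C (10 mM HEPES pH 7.4, 100 mM NaCl, 5 mM DTT); compounds displacing dye or blocking filaments lower signal.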
ERK AVP block: vasopressin-driven ERK pathway inhibition; HEK293-V1b, vasopressin-stimulated pERK AlphaScreen; Potency, µM (titrated, usually from 57.5 µM), inactives show at the top dose activity, negative = inhibition, most hits filed as inhibitors; 0.99% of 72,000 active; AID 995; also: potency is read from the fitted curve at half-maximal effect; % is scaled to controls: 0 for no effect and ±100 for the full control effect; nearly all actives have a fitted effect of over 55% in size
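V1b-HEK293 cells; cpd 30 min 37C; 25 nM vasopressin 5 min; lyse 10 min; AlphaScreen beads 5 hr RT. Normalized to DMSO basal and 25 nM vasopressin; AC50 by Hill fit.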
HADH2 inhib: HADH2 (human) dehydrogenase inhibition; Q99714; recombinant HADH2, NADH fluorescence, beta-hydroxybutyryl-CoA; Potency, µM (highest dose often 57.1 µM), without a hit: top-dose activity change, negative = inhibition, usual class: inhibitors; 3.4% of 73,000 active; AID 886; also: potency is read from the fitted curve at half-maximal effect; % is scaled to controls: 0 for no effect and ±100 for the full control effect; nearly all actives have a fitted effect of over 60% in size; many of its hits are not listed in these tables
Target sequence (Q99714 whole entry, looked up, one chain of several): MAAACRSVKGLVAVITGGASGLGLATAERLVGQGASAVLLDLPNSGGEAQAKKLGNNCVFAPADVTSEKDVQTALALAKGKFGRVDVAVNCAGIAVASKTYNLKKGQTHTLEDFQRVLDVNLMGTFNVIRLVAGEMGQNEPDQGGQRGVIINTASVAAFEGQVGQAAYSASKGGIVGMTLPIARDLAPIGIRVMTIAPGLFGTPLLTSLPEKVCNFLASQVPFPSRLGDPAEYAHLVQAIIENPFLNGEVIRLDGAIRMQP
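20 nM HADH2 + cpd, 15 min RT; add 1 mM NAD+/90 uM beta-hydroxybutyryl-CoA; kinetic fluorescence 360/450 nm, 4 min. Tris-HCl pH 9.0, 0.01% Tween-20.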
Pol III holo inh: inhibitors of bacterial DNA polymerase III holoenzyme. reconstituted DNA polymerase III holoenzyme replication, biochemical. Potency, µM (series often up to 57.1 µM), inactives show at the highest dose activity change, negative = inhibition. 0.25% of 71,000 active. AID 603; also: potency is read from the fitted curve at half-maximal effect; % is scaled to controls: 0 for no effect and ±100 for the full control effect
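Reconstituted *E. coli* holoenzyme (0.35 nM Pol III, 1 nM beta, 154 nM SSB, 2 nM primase) was preincubated with compound for 15 min at RT. Synthesis on 1.4 nM ssM13Gori ran 35 min, then was stopped with PicoGreen/EDTA and read as dsDNA fluorescence.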
Luciferase inh: firefly luciferase inhibition | P08659 | purified firefly luciferase, luminescence, 8 min | Potency, µM (top dose mostly 57.1 µM), for the others: at the highest dose activity change, negative = inhibition, usual class: inhibitors | 2.2% of 72,000 active | AID 411; also: potency is read from the fitted curve at half-maximal effect; % is scaled to controls: 0 for no effect and ±100 for the full control effect; nearly all actives have a fitted effect of over 40% in size
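Firefly luciferase (PKLight detection mix) with 10 uM ATP in pH 7.2 imidazole buffer (KCl, MgCl2, Tween 20, BSA). Compounds tested across a concentration series (qHTS). Luminescence read after 8 min at ambient temperature.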
Hsp90 Hop PPI: changes Hsp90-Hop TPR2A binding signal, up or down; AlphaScreen TPR2A-His6 binding biotin-Hsp90 C-terminal peptide; Potency, µM (series often up to 57 µM), inactives show at the highest dose activity change, negative = inhibition; 0.44% of 71,000 active; AID 595; active = well fitted curve in either direction with a large enough effect; inconclusive = small, poorly fitted or top-dose-only effect, or another doubt; also: potency is read from the fitted curve at half-maximal effect; % is scaled to controls: 0 for no effect and ±100 for the full control effect; many of its hits are not listed in these tables
ALOX15 inhib: 15-hLO (ALOX15) enzyme inhibition; 1.4% of 74,000 active; purified 15hLO-1, xylenol orange hydroperoxide absorbance; Potency, µM (doses to about 57.1 µM), for the others: top-dose activity change, negative = inhibition, most hits filed as inhibitors; AID 887; also: potency is read from the fitted curve at half-maximal effect; % is scaled to controls: 0 for no effect and ±100 for the full control effect; nearly all actives have a fitted effect of over 55% in size
Target sequence (P16050 whole entry, looked up): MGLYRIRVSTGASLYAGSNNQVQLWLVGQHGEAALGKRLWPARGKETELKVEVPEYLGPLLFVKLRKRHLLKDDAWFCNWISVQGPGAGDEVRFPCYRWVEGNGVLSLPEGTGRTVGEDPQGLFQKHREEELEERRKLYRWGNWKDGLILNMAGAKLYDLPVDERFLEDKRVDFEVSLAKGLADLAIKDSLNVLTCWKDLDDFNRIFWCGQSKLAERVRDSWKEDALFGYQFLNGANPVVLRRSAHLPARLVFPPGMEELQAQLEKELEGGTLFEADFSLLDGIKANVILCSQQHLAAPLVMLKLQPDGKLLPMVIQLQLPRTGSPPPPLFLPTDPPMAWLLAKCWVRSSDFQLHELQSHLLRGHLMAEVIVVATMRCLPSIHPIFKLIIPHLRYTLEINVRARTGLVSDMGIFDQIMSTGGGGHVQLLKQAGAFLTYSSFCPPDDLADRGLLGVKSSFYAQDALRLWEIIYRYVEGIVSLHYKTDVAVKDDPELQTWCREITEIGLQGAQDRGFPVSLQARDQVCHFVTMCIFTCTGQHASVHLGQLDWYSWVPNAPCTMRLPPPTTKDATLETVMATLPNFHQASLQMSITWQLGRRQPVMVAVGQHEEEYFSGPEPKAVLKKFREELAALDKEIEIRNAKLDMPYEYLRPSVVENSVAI
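Purified human 15hLO-1 (40 nM final) in 25 mM Hepes pH 7.5, 0.01% Triton X-100 was preincubated with compound 15 min at room temperature, then reacted 6 min with 50 uM arachidonic acid; hydroperoxide detected by Fe-XO, 573/405 nm absorbance ratio.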
HBB splicing: modulators of hemoglobin beta chain splicing; Potency, µM (series often up to 46.1 µM), for the others: at the top dose activation, usual class: activators; 0.06% of 65,000 active; HBB splicing reporter cell assay, activation; EGFP reporter with mutant IVS2-654 intron; response scale: normalised to 500 nM splice-correcting PNA; AID 925; also: potency is read from the fitted curve at half-maximal effect; 0% is about no effect
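HeLa cells stably expressing EGFP interrupted by mutant beta-globin intron 2 (IVS2-654), 500/well in 2% FCS. Treated with compound for 2 days at 37C. Splicing correction scored as total well GFP intensity (488 nm excitation, 500-520 nm emission); 500 nM antisense PNA served as control.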
Rhodamine autofl: compound fluoresces in the rhodamine spectral region | AID 594 | 0.05% of 59,000 active | max dye-equivalent concentration, M | Rhodamine-region fluorescence, 547/598 nm, Tris buffer; stronger effect = higher value; in the data active = max dye-equivalent concentration above about 11 nM; inconclusive = between about 1.1 nM and that limit
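Read-out is relative fluorescence at 547 nm excitation and 598 nm emission, expressed as dye-equivalent concentration using rhodamine standards on every plate. Each compound was profiled across a concentration series after 15 min in 100 mM Tris, pH 8.0.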
TexasRed autofl: compound fluoresces in the Texas Red spectral region; max dye-equivalent concentration, M; Compound fluorescence, Texas Red channel, 547/618 nm; stronger effect = higher value; AID 587; 0.06% of 59,000 active; in the data active = max dye-equivalent concentration above about 10 nM; inconclusive = between about 1.1 nM and that limit
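Fluorescence at ex 547/em 618 nm, normalized against an on-plate Texas Red standard series to give dye-equivalent concentration per compound concentration. Buffer 100 mM Tris, pH 8.0; 15 min RT incubation before CCD imaging.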
CRE Fsk mod: CRE-bla signaling modulation under forskolin stimulation. 2.5% of 71,000 active. CHO CRE-bla reporter (cAMP response element driving beta-lactamase), forskolin EC10, beta-lactamase ratio. AID 662. Potency, µM (series often up to 38.2 µM), for inactives: at the highest dose activity change, negative = inhibition, usual class: activators; active = well fitted activation curve with a large enough effect in the signal ratio, with a control signal flat, not every such curve was filed as active; inconclusive = small, poorly fitted or top-dose-only effect, or effect the other way, or a change in a side signal; the % refers to the signal ratio; also: potency is read from the fitted curve at half-maximal effect; % of control where 0% means no effect
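Forskolin analogue NKH 477 at EC10 stimulated CRE-driven beta-lactamase in CHO cells alongside compound dilution series. Beta-lactamase was measured with CCF4, excitation 405 nm, emission ratio 460/530 nm.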
Active calls of the source: *; i = inactive; ? = inconclusive; . = not tested or not shown; [ ] = dose if it differs, or a comment. Unless noted, calls follow the shape of the dose curve; as a rule, active = well fitted curve in the direction sought with a large enough effect; inconclusive = small, poorly fitted or top-dose-only effect, or another doubt; inactive = no such curve, though single readings can be large; an effect the other way counts as inactive or inconclusive. Only part of the results is shown; count on the stated rates, not on these rows.

Every second line gives: Tau filament bind, ERK AVP block, HADH2 inhib, Pol III holo inh, Luciferase inh, Hsp90 Hop PPI, ALOX15 inhib, HBB splicing, Rhodamine autofl, TexasRed autofl, CRE Fsk mod
- CCCn1c(SCC(=O)NC(C)(C)C)nnc1C(C)C
    -6%, -16%, -9%, -2%, -1%, -3%, 24%, -0.1%[57.5 µM], i, i, 4%
- CCOCCO
    8%, 6%, -4%, -1%, ., -1%, -5%, 0.6%, ., ., -2%
- COc1cc(C2C(C#N)=C(N)Oc3c2oc(CO)cc3=O)ccc1OC(C)C (stereo not given)
    -12%, -19%, -26%, -9%, -1%, -13%, 20µM*, 5.4%[1.84 µM], i, ?, ?
- Cc1nn(-c2ccccc2)c(Cl)c1C1C(C#N)=C(N)OC2=C1C(=O)CC(C)(C)C2 (stereo not given)
    16%, 5%, 9%, -4%, 2%, -5%, -27%, ., i, i, -4%
- COCn1c(-c2ccc(OC)c(OC)c2)nc2ccccc21
    -3%[11.4 µM], ?, 17%[11.4 µM], -2%[11.4 µM], 16µM*, -5%[11 µM], -2%[11.4 µM], -4.0%[0.0738 µM], ., ., ?
- Cc1ccc(-n2c(SCC(=O)N3CCOCC3)nnc2-c2cccnc2)cc1
    0%, -16%, 0%, -7%, -5%, -6%, 6%, -1.6%, i, ?, 1%
- O=C(NCCC1=CCCCC1)C1CCN(S(=O)(=O)c2cccc3cccnc23)CC1
    -18%, ?, ?, -2%, 0%, -2%, ?, -0.2%, ., ., -6%
- COc1cc(S(=O)(=O)N2CCN(C)CC2)ccc1Cl
    4%, 12%, 5%, -8%, 3%, -2%, 3%, 0.6%[57.5 µM], i, i, -10%
- CC(Oc1ccccc1)C(=O)Nc1ccc(S(=O)(=O)NCC2CCCO2)cc1 (stereo not given)
    -3%, -5%, 4%, -6%, 0%, -1%, -20%, -1.3%, i, i, -6%
- CCSc1nnc(NC(=O)c2ccc3c(c2)OCO3)s1
    20%, -8%, -24%, -3%, -1%, -23%, 1%, -1.0%, i, i, 14%
- O=C(O)c1csc(Br)c1Br
    10%, 2%, -13%, -5%, 0%, 3%, 4%, ., i, ?, -14%
- Cc1ccc(NC(=O)COC(=O)Cn2c(C)csc2=O)cc1C
    4%, 14%, 16%, 0%, 2%, 1%, -1%, 0.5%, i, i, -8%
- CC1CCN(CCc2nc3cc(NS(=O)(=O)c4ccc(F)cc4)ccc3n2C)CC1
    -24%, -18%, -87%, -9%, -1%, -5%, -7%, -1.4%, i, i, 9%
- COC(=O)c1cc(OC)c(OC)cc1NC(=O)c1ccoc1C
    2%, -9%, 4µM*, -10%, 0%, -2%, 2%, 0.7%, i, i, 6%
- C=CCCCC
    6%, 16%, 1%, -2%, ., 2%, 5%, 0.3%, ., ., -9%
- CCc1ccc(NC(=O)Cn2c(SC)nc3ccccc32)cc1
    2%, -11%, 10%, -8%, 2%, -1%, -8%, -5.0%, i, i, ?
- CCOC(=O)c1c(C)[nH]c(C(=O)Cn2nnc(-c3ccccc3Cl)n2)c1C
    9%, ?, 15%, 7%, 1%, -2%, 17%, 0.1%[57.5 µM], i, i, ?
- COc1ccc(N2CCN(C(=O)c3cn(C4CCCC4)c(=O)c4c3c3ccccc3n4C)CC2)cc1
    -22%, -27%, -1%, -1%, 0%, ?, -18%, -1.8%, i, i, ?
- COc1ccc(C)cc1NC(=O)c1ccc2c(c1)OCO2
    1%, 16%, -10%, -2%, -19%, ?, -1%, ., i, i, 4%
- Cc1nc(N2CCN(c3ccccc3)CC2)c2c3c(sc2n1)CCC3
    34%, 0%, -3%, 0%, 0%, -6%, ?, -5.8%, ., ., 4µM*
- Cc1cc(C)c2c(n1)nn1c(NCCN3CCOCC3)cc(C)nc21
    32%, -5%, 32µM*, -1%, 1%, 1%, -1%, 2.1%, i, i, ?
- Cc1cc(C(=O)CSc2nnc(-c3ccccc3)n2C)c(C)n1C
    -7%, 0%, -9%, 0%, -1%, -6%, -15%, 0.3%[57.5 µM], i, i, -1%
- O=C(Nc1ccc2nsnc2c1)c1cccs1
    -23%, 36%[activator], -3%, -1%, -4%, 15%, -3%, 0.4%, i, i, ?
- N#Cc1c(C(F)(F)F)cc(-c2ccco2)nc1SCc1ccccn1
    52%, 2%, 52%[activator], -12%, 0%, 9%, -18%, 16µM*, i, ?, ?
- CN1CCN(CC(=O)N2c3ccccc3C(=O)Nc3cccnc32)CC1
    13%, 3%, 1%, -5%, 0%[25.5 µM], 0%, -9%, 3.6%[20.6 µM], i, i, -6%
- CCOC(=O)c1ccc(NC(=O)CSc2nnc(CNC(=O)c3ccccc3F)o2)cc1
    2%, -21%, 6%, -6%, -7%, -1%, 1%, 0.4%, i, i, -8%
- CCC(C)(C(=O)NC1CCCC1)N(Cc1cccs1)C(=O)Cc1cccs1 (stereo not given)
    10%, 20%, -2%, -10%, 1%, -10%, -8%, 1.0%, i, i, ?
- O=S(=O)(NCc1cn2ccsc2n1)c1ccc2c(c1)OCCO2
    -5%, 10%, 9%, -10%, 1%, ?, 3%, -0.3%, i, i, 2%
- Cc1csc(SCC(=O)N2CCN(S(=O)(=O)c3ccccc3)CC2)n1
    -3%, 14%, -5%, 2%, 1%, 0%, -4%, -0.7%, i, i, ?
- Cc1cc(C)c2[nH]c(=O)c(CN(CC3CCCO3)C(=O)c3cnccn3)cc2c1 (stereo not given)
    -2%, 1%, 7%, -2%, 0%, -4%, -2%, 3.1%, i, i, ?

Reprinted from the part before: 2 compounds; new compounds follow.
Every second line gives: Tau filament bind, ERK AVP block, HADH2 inhib, Pol III holo inh, Luciferase inh, Hsp90 Hop PPI, ALOX15 inhib, HBB splicing, Rhodamine autofl, TexasRed autofl, CRE Fsk mod
- Cc1csc(SCC(=O)N2CCN(S(=O)(=O)c3ccccc3)CC2)n1
    -3%, 14%, -5%, 2%, 1%, 0%, -4%, -0.7%, i, i, ?
- Cc1cc(C)c2[nH]c(=O)c(CN(CC3CCCO3)C(=O)c3cnccn3)cc2c1 (stereo not given)
    -2%, 1%, 7%, -2%, 0%, -4%, -2%, 3.1%, i, i, ?
- NC(=O)CSc1nnc(-c2cccnc2)n1CCc1ccccc1
    1%, -10%, 7%, -3%, -3%, -1%, 9%, ., i, i, -1%
- Cc1csc(NC(=O)C2C3C=CC(O3)C2C(=O)O)n1 (stereo not given)
    -2%, -7%, -3%, -6%, 2%, -3%, 7%, 0.3%, i, i, -4%
- N=C(N)S/C=C\C(=O)O
    -21%, 18%, 5µM*, -5%, -4%, -2%, -12%[25.6 µM], ., ., ., ?
- Cc1cc(Cl)c(S(=O)(=O)Nc2ccc3c(c2)OCO3)cc1OCC(N)=O
    1%, -20%, 10%, -7%, 2%, -11%, -2%, -2.0%, i, i, -3%
- Cn1c(SCC(N)=O)nnc1C1CCN(C(=O)NC2CCCCC2)CC1
    2%, 0%, 1%, 3%, -1%, 2%, 0%, ., i, i, -1%
- Cc1ccc(S(=O)(=O)NCC(=O)N(CC(=O)NC2CCCC2)c2ccc3c(c2)OCCO3)cc1
    -3%, 9%, 7%, -4%, 3%, -5%, -2%, ., i, ?, -2%
- CCn1cc(C(=O)N(CCCN2CCOCC2)Cc2ccco2)c(=O)c2ccc(C)nc21
    7%, -22%, 13%, -4%, 0%, -4%, 5%, -0.1%, i, i, 13%
- COC(=O)[C@@]1(Cc2ccc(OC)cc2)[C@H]2c3cc(C(=O)N4CCCC4)n(CCc4c[nH]c5ccccc45)c3C[C@H]2CN1C(=O)c1ccccc1
    12%, -4%, 10%, 3%, ., -14%, ., 0.5%, ., ., ?
- O=S(=O)(NCCc1csc(-c2cccnc2)n1)c1cccs1
    -13%, ., -5%, 3%, 2%, -5%, -11%, 0.6%, ., ., 20%
- N[C@H](C(=O)O)[C@H](OCc1ccccc1)C(=O)O
    35%, 10%, -3%, -4%, 1%, 3%, -25%[25.6 µM], ., ., ., 7%
- CC1(C)CC(=O)C=C(Nc2ccc3c(c2)OCCO3)C1
    -7%, 21%, -9%, 3%, -10%, -3%, 4%, 1.7%[9.22 µM], ., ., -7%
- Cc1cccc2cc(C#N)c(N3CCCC3)nc12
    98%, 14%, 11%, -6%, -2%, 32µM*, ?, ., i, ?, ?
